# Source: PubChem (several laboratories)
# CRFR2-BP antag = CRF-BP/CRF-R2 complex antagonism. 350,000 tested, 0.59% active. inhibition, % at 11.8 µM. HEK293 CRF-R2/CRF-BP, CRF-induced calcium fluorescence;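 active means inhibition of the ligand-induced calcium signal above about 50% at the single tested concentration, limit read from the data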
# VIM-2 inh = blocks Pseudomonas aeruginosa VIM-2 metallo-beta-lactamase. purified VIM-2, nitrocefin hydrolysis, epi-absorbance fluorescence. AID 1527. inhibition, % at 5.6 µM. 290,000 tested, 0.89% active;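 active means inhibition above the mean of all tested compounds plus 3 SD, cutoff set per screening run, cut at about 7.5% in these data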;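 further: red hydrolysis product quenches plate fluorescence so inhibitors raise well fluorescence; 0% = enzyme with DMSO and 100% = DMSO without enzyme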
# GalR3 antagonist = antagonists of human GalR3. HEK293 GalR3-CNG cAMP membrane potential fluorescence; galR3 body fused to GalR1 C-terminus. inhibition, % at 3 µM. 360,000 tested, 0.44% active. AID 651719. O60755;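 active means inhibition above the screen-wide average plus 3 SD, cut at about 13% in these data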;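 further: forskolin and galanin both at EC90 stimulate the cells; cAMP rise reported by CNG channel membrane potential dye signal; 0% = forskolin plus galanin with DMSO and 100% = forskolin alone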
# NS3 helicase inh = HCV NS3 helicase inhibition; NS3 helicase DNA unwinding, Cy5 molecular beacon fluorescence; inhibition, % at 10.9 µM; 290,000 tested, 0.56% active;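 active means inhibition above the mean of all tested compounds plus 3 SD, set per campaign, cut at about 35% in these data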;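 further: 0% = DMSO wells and 100% = thioflavine S control wells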
#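 System: HCV NS3 helicase fragment; control set: DMSO and thioflavine S; technique: Cy5 fluorescence at 0 and 60 min, beacon hairpin quenching; reagent: beacon DNA duplex substrate plus ATP; replicates: singlicate; schedule: 1 h reaction at 25 °C, ATP-initiated; medium: MOPS buffer pH 6.5 with MgCl2, DTT, Tween20, BSA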
# IDE inh = inhibits human insulin-degrading enzyme in HEK cells | P14735 | FAbetaB cleavage, fluorescence polarization | inhibition, % at 5.59 µM | 320,000 tested, 0.41% active | AID 434962;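 active means percent inhibition above the average of all tested compounds plus 3 SD, set per screening campaign, cut at about 16% in these data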;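 further: IDE supplied by intact live HEK cells; FP after avidin binding of uncleaved biotin substrate so inhibition keeps polarization high; 0% = DMSO wells and 100% = 60 µM reference IDE inhibitor Ii1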
# Target sequence (P14735 whole entry, looked up): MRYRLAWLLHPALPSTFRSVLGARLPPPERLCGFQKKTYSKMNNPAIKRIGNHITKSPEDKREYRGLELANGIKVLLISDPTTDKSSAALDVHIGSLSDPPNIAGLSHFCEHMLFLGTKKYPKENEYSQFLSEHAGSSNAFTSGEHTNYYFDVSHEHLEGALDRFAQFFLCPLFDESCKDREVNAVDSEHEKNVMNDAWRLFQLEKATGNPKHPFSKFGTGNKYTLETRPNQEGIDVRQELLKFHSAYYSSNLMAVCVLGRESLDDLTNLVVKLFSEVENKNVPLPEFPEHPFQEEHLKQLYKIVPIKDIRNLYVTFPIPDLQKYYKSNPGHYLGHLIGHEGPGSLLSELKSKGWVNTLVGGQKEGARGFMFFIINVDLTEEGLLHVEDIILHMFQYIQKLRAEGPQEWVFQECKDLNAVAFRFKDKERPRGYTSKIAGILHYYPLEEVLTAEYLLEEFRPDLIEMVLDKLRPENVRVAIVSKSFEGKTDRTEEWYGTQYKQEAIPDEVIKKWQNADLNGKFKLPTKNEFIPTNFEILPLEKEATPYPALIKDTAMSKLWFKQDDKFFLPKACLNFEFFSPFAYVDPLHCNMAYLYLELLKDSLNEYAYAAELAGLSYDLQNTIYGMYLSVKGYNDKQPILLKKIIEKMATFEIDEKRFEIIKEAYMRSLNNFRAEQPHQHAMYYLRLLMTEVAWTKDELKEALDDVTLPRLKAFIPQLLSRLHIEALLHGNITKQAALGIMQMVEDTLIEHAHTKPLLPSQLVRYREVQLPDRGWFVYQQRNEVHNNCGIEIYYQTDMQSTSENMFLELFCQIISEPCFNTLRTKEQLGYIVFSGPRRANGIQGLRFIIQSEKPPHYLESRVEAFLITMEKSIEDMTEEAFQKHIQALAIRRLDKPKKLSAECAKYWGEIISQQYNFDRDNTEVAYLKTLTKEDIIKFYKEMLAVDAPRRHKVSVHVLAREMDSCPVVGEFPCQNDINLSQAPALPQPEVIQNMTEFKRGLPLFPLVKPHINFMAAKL
# IMP-1 inh = blocks Pseudomonas aeruginosa IMP-1 metallo-beta-lactamase; AID 1556; purified IMP-1, nitrocefin hydrolysis, epi-absorbance fluorescence; inhibition, % at 5.6 µM; 290,000 tested, 0.45% active;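 active means inhibition above the mean plus 3 SD of all compounds in the same screening run, cut at about 4.5% in these data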;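 further: 0% = IMP-1 with DMSO and 100% = DMSO wells lacking enzyme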
#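 System: purified recombinant IMP-1 beta-lactamase. Medium: Zinc- and detergent-supplemented HEPES buffer, pH 7.1. Compound: one 5.6 µM dose […]. Schedule: 15 min preincubation plus 25 min reaction at 25 °C. Technique: Epi-absorbance fluorescence, 480 nm excitation, 530 nm emission.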
# pCIP destab = p/CIP protein destabilization; Q05BA5; F442A p/CIP-EGFP cells, EGFP fluorescence, 16 h; decrease of EGFP signal, % at 10 µM; 290,000 tested, 0.01% active;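 active means EGFP signal decrease of at least 30% at 10 µM or well 3 SD below plate mean, unless failing retest; inactive means the rest, including hits failing retest or dose response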; further: some compounds called inactive have numbers as strong as hits; many of its hits are not listed in these tables
# UBC9 SUMO inh = SUMOylation inhibition; inhibition, % at 35 µM; P63279; AID 2006; 290,000 tested, 0.36% active; HTRF SUMOylation assay, SAE1/SAE2 + UBC9, in vitro; in the data active means inhibition above about 50%, passing the limit was not always enough; further: strong numbers were not always called active
# IDE cell activ = IDE (human) activation, cell-based; 340,000 tested, 0.073% active; activation, % at 5.96 µM; P14735; HEK cells, FAbeta-B cleavage, fluorescence polarization; 0% vehicle, 100% cell-free pure enzyme wells;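 active means activation above the mean of all tested compounds plus 3 SD, set per screening campaign, cut at about 17% in these data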
# Starred values were filed as active, the others as inactive; . = no result given.
# Start of the listing, in advance (2 entries):
CRFR2-BP antag,VIM-2 inh,GalR3 antagonist,NS3 helicase inh,IDE inh,IMP-1 inh,pCIP destab,UBC9 SUMO inh,IDE cell activ,Compound
1,-1.7,-5,11,-1,-3.4,7,20,2,Nc1ccccc1-c1nnc(SCc2ccccc2Cl)[nH]c1=O
3,-0.9,-4,1,11,-2.4,-6,14,0,Cc1ccc(NC(=O)CSC2=C(C#N)C(c3ccc4c(c3)OCO4)C3=C(CCCC3=O)N2)c(C)c1 (centres undefined)

# Main list, previewed entries included:
CRFR2-BP antag,VIM-2 inh,GalR3 antagonist,NS3 helicase inh,IDE inh,IMP-1 inh,pCIP destab,UBC9 SUMO inh,IDE cell activ,Compound
1,-1.7,-5,11,-1,-3.4,7,20,2,Nc1ccccc1-c1nnc(SCc2ccccc2Cl)[nH]c1=O
3,-0.9,-4,1,11,-2.4,-6,14,0,Cc1ccc(NC(=O)CSC2=C(C#N)C(c3ccc4c(c3)OCO4)C3=C(CCCC3=O)N2)c(C)c1 (centres undefined)
-1,-3.7,-5,6,5,-3.1,-2,1,1,CC(=O)NNC(=O)CCn1nnc2ccccc21
-7,-5.1,-4,0,5,-4.0,-32,9,1,CCOC(=O)c1ccc(NS(=O)(=O)N2CCCCCC2)cc1
30,-2.4,.,-2,-1,-3.3,-3,9,3,COc1ccc(NC(C)=O)cc1NS(=O)(=O)c1cn(C)c(=O)n(C)c1=O
11,2.1,-10,-4,1,-1.4,-6,-4,-1,CCOC(=O)CNc1ncnc2nc[nH]c12
38,-1.4,0,2,0,-2.1,6,8,3,Cc1ccc(C)c(NC(=S)NCc2cccs2)c1
-3,-3.7,.,5,0,-0.7,-2,-13,3,O=S(=O)(NCc1cccnc1)c1cc(Cl)ccc1Cl
-11,0.6,1,-6,0,-0.9,5,12,1,CCN(CC)C(=O)Cn1cc(C(=O)C(=O)N2CCCc3ccccc32)c2ccccc21
-6,-0.2,-9,-3,3,-5.4,-9,14,2,CS(=O)(=O)c1ccccc1C(=O)Nc1ccc(-c2nc3ccccc3[nH]2)cc1
-5,-0.9,-11,-1,-2,-3.3,4,-1,-2,COc1ccc(NC(=O)CCNC(=O)c2ccco2)cc1Cl
-28,-0.5,-7,3,-2,-1.2,-2,-4,2,N#Cc1cc(-c2ccc(Cl)cc2)cnc1Sc1ccccc1
7,-1.2,8,2,-4,-4.1,-12,-2,0,C=CCNCCCCOc1ccccc1
-14,-1.5,-6,-3,-3,-2.5,4,14,3,COc1ccc(C(=O)Nc2nccs2)cc1OC
5,-4.1,0,2,-3,-1.7,3,-23,1,CC(=O)N1CCN(Cc2nc3cc(NC(=O)c4ccccc4)ccc3n2C)CC1
11,0.7,-2,2,-1,-0.2,0,-7,23*,Nc1cc(N)nc(SCCOc2ccccc2)n1
-15,-1.9,.,-11,4,-2.3,-6,-13,-4,CN(C)CC/C=C1\c2ccccc2COc2ccccc21
-8,-4.1,-3,-1,-6,-3.8,-9,27,1,CCC(OC(=O)c1cc2sccc2n1C)C(=O)NCC1CCCO1 (centres undefined)
-8,.,-4,.,1,.,4,-5,3,Cc1ccc(-c2cccc(C3CC=CC4C3C(=O)N(Cc3ccccc3)C4c3cc(C)ccc3F)c2)cc1 (centres undefined)
-23,-3.7,-9,23,7,-2.0,-6,7,9,COc1ccc(C(=O)CC(=O)C(=O)Nc2cccc(F)c2)cc1
-1,-2.3,-5,-6,1,-2.3,-3,-3,5,O=C(NN=C1CCCCCCC1)c1ccc(F)cc1
-3,-0.1,2,1,3,-3.1,2,4,4,COCc1cc(C)nc(SCC(=O)Nc2ccccc2C)c1C#N
4,-4.6,.,1,-2,-3.3,3,-8,2,O=C(CCC(=O)NNC(=O)COc1ccccc1)NCc1ccccc1
6,-0.8,-6,2,3,0.0,-3,14,4,C(=C\c1ccccc1)/C=N/Nc1nc(N2CCCCC2)nc(N2CCCCC2)n1
-2,0.8,-1,-8,2,-0.5,0,34,-3,COc1ccccc1NC(=O)c1oc2ccccc2c1NC(=O)C1CC1
6,-1.3,-2,10,0,1.9,11,4,6,CCOc1ccccc1NC(=O)c1ccc2c(c1)C(=O)N(C(C)(C)C)C2=O
4,-1.2,-9,-1,2,-2.1,-7,1,9,O=C(CN(Cc1ccccc1F)C(=O)c1csnn1)NC1CCCCC1
-6,-0.7,4,-5,1,-3.3,4,-51,-1,CCCC(=O)c1ccc(N2CCN(S(=O)(=O)c3ccccc3)CC2)c(F)c1
-6,-1.0,-3,3,6,-1.7,3,13,3,Cc1ccc(-c2cn(S(=O)(=O)c3cccc([N+](=O)[O-])c3)nc2N)cc1
-6,.,-6,.,1,.,.,.,2,CN(CC(=O)Nc1ccc(N2CCOCC2)cc1)C(=O)Cc1ccccc1
-40,4.1,.,4,-1,0.7,-24,8,-1,CN(C(=O)COc1ccccc1)c1nnc(C23CC4CC(CC(C4)C2)C3)s1
-15,-6.0,-1,-7,2,-3.9,-9,14,-2,O=C(NCC(=O)N(c1ccc(F)cc1)C(C(=O)NC1CCCC1)c1cccnc1)c1cccs1 (centres undefined)
41,-3.2,-9,-4,5,-3.8,-6,9,0,O=C(c1ccccc1)c1ccc(C(=O)N2CCOCC2)cc1
-22,-1.2,-1,2,0,-3.1,-14,8,1,Cc1ccc(OCc2nnc(SCC(=O)O)n2N)cc1
6,-0.6,1,8,6,-1.2,-1,25,1,CCOc1ccc(/C=N/O)cc1
1,-0.3,-1,-11,1,-1.3,-13,-2,2,CC1(C)CC(=O)C2=C(C1)OC(N)=C(C#N)C21CCN(Cc2ccccc2)CC1
-3,-1.2,-3,1,7,-1.1,-2,14,4,CCOC(=O)CC1=C(C(=O)OCC)C(c2ccc(OC)cc2OC)C(C#N)=C(N)O1 (centres undefined)
-7,-1.6,-10,-12,-2,-0.9,4,5,5,COc1ccc(-c2nnc(-c3ccc(C)cc3)o2)cc1
-12,-1.5,-2,-4,1,-1.7,-10,8,4,O=C(N/N=C/c1ccncc1)c1cnccn1
4,-5.8,3,-2,1,-4.3,17,-4,7,C/C(=N\NC(N)=O)C1CC(CC(C)C)C(=O)O1 (centres undefined)
2,-4.3,-8,-2,2,-1.5,5,9,4,Cc1ccc(N2CC(C(=O)NCCN3CCOCC3)CC2=O)cc1 (centres undefined)
-6,-2.1,-2,-5,1,-4.7,2,17,-6,COc1ccc(Nc2nc(-c3c[nH]c4ccccc34)cs2)cc1
13,-3.1,-10,0,1,-3.6,8,2,4,O=C(Cn1cc(C(F)(F)F)cc(Cl)c1=O)NCc1ccc(F)cc1
3,-3.0,0,4,1,-3.0,-5,9,6,CCN1CCN(C(c2cccs2)C(C)NC(=O)C(=O)N2CCCCC2)CC1 (centres undefined)
-7,13*,-9,-7,4,-0.5,-3,10,-4,CCN1CCN(CCCNC(=O)c2cc3c(=O)oc4ccc(C)cc4c3s2)CC1
-30,-0.9,-5,1,-1,-2.1,-11,-2,10,CC1CCCN(CC(=O)N2c3ccccc3Sc3ccccc32)C1 (centres undefined)
-7,-5.1,-3,-26,-1,-5.0,-12,4,7,Cc1nnc(SCC(=O)O)s1
-20,.,-5,.,0,.,.,.,5,CCC(C)Sc1ccc([C@@H]2[C@H]3C(=O)N(CC)C(=O)[C@H]3[C@]3(C(=O)OC)CCCCN23)cc1 (some centres undefined)
2,-1.8,-5,5,1,-2.1,3,2,0,O=C(CCS(=O)(=O)c1ccc(Cl)cc1)N1CCN(S(=O)(=O)c2cccs2)CC1
-8,1.6,0,-8,2,-1.2,-12,17,-2,Cc1cc(C)cc(N(C(=O)c2sc(C)nc2C)C(C(=O)NCc2ccco2)c2ccccc2)c1 (centres undefined)
6,-2.3,-4,-5,7,-3.2,9,-39,-2,CC(C)Nc1nc(Cl)nc(NCCOc2ccccc2)n1
12,6.0,-3,8,5,2.5,-4,-8,1,CCN1CCN(C(=O)c2ccc3c(c2)S(=O)(=O)c2ccccc2C3=O)CC1
9,2.4,-3,-3,-2,-3.0,6,-4,-1,C(=N\n1cnnc1)/c1ccc(OC2CSC2)cc1
16,-0.4,-6,6,-3,-4.7,-7,-8,2,O=C(NC1CCCCC1)C1(c2ccccc2)CC1(Cl)Cl (centres undefined)
6,-2.4,-4,-2,11,-4.4,6,9,-1,O=C(NCc1cccc(C(F)(F)F)c1)C1CCN(c2ncccn2)CC1
6,-3.8,0,-9,8,-3.4,8,6,1,CCOC(=O)C1CCN(C(=O)/C=C/c2ccccc2)CC1
-8,0.9,0,18,-1,1.7,-11,-7,5,CCc1nc2nc(C)c(NS(=O)(=O)c3ccc(CC(C)C)cc3)c(=O)n2[nH]1
25,-0.1,-2,-1,-3,-3.0,3,-1,7,CC(C)c1ccc(C2CC(=O)c3cnc(NC(=O)c4ccco4)nc3C2)cc1 (centres undefined)
-14,-2.6,-1,-7,-3,-3.0,2,6,2,Cc1ccc(S(=O)(=O)NCc2ccc(C(=O)N3CCN(c4ccccn4)CC3)cc2)cc1
-7,-2.5,-1,-2,-6,-1.5,0,2,0,COc1ccccc1CC(=O)N(CCC#N)CCC#N

# An excerpt of these results, with values under each structure.
# Every second line gives: CRFR2-BP antag | VIM-2 inh | GalR3 antagonist | NS3 helicase inh | IDE inh | IMP-1 inh | pCIP destab | UBC9 SUMO inh | IDE cell activ
- Cc1cc(C)cc(N(C(=O)c2sc(C)nc2C)C(C(=O)NCc2ccco2)c2ccccc2)c1 (centres undefined)
→ -8 | 1.6 | 0 | -8 | 2 | -1.2 | -12 | 17 | -2
- CC(C)Nc1nc(Cl)nc(NCCOc2ccccc2)n1
→ 6 | -2.3 | -4 | -5 | 7 | -3.2 | 9 | -39 | -2
- CCN1CCN(C(=O)c2ccc3c(c2)S(=O)(=O)c2ccccc2C3=O)CC1
→ 12 | 6.0 | -3 | 8 | 5 | 2.5 | -4 | -8 | 1
- C(=N\n1cnnc1)/c1ccc(OC2CSC2)cc1
→ 9 | 2.4 | -3 | -3 | -2 | -3.0 | 6 | -4 | -1
- O=C(NC1CCCCC1)C1(c2ccccc2)CC1(Cl)Cl (centres undefined)
→ 16 | -0.4 | -6 | 6 | -3 | -4.7 | -7 | -8 | 2
- O=C(NCc1cccc(C(F)(F)F)c1)C1CCN(c2ncccn2)CC1
→ 6 | -2.4 | -4 | -2 | 11 | -4.4 | 6 | 9 | -1
- CCOC(=O)C1CCN(C(=O)/C=C/c2ccccc2)CC1
→ 6 | -3.8 | 0 | -9 | 8 | -3.4 | 8 | 6 | 1
- CCc1nc2nc(C)c(NS(=O)(=O)c3ccc(CC(C)C)cc3)c(=O)n2[nH]1
→ -8 | 0.9 | 0 | 18 | -1 | 1.7 | -11 | -7 | 5
- CC(C)c1ccc(C2CC(=O)c3cnc(NC(=O)c4ccco4)nc3C2)cc1 (centres undefined)
→ 25 | -0.1 | -2 | -1 | -3 | -3.0 | 3 | -1 | 7
- Cc1ccc(S(=O)(=O)NCc2ccc(C(=O)N3CCN(c4ccccn4)CC3)cc2)cc1
→ -14 | -2.6 | -1 | -7 | -3 | -3.0 | 2 | 6 | 2
- COc1ccccc1CC(=O)N(CCC#N)CCC#N
→ -7 | -2.5 | -1 | -2 | -6 | -1.5 | 0 | 2 | 0
